KCNK3 inh: human KCNK3 channel inhibitors, primary screen, CHO cells, FluxOR thallium flux, B-score; FluxOR fluorescence; active compounds read low; B-score at 10 µM; hit rate 0.84% among 340,000; AID 602410, 2012;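 active means B-score under library mean minus 4 SD, starting fluorescence ratio at most library mean plus 5 SD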;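 further: more negative B-score means stronger inhibition of thallium flux through KCNK3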
SKKanGAS inh: S. pyogenes SKKanGAS growth inhibitors in kanamycin, primary screen, streptokinase expression inhibitor project, SKKanGAS strain, BacTiter-Glo luminescence; hit rate 1.3% among 300,000; AID 1662, 2009; inhibition, % at 7.5 µM; 6 h;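 active means mean replicate score, as percent of positive control median, at least 50; inconclusive means mean below 50 but one replicate at or above 50; inactive means mean and every replicate below 50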;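 further: strain carries kanamycin resistance gene driven by streptokinase promoter and grows in 40 µg/ml kanamycin; loss of luminescence reflects streptokinase promoter inhibition or plain growth inhibition; 0% = median of DMSO wells and 100% = positive control at its reference dose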
RGS4 inh: RGS4 inhibitors, primary screen, cell-based, HEK293 M3R inducible RGS4, calcium flux; Regulator of G-protein signaling 4 (Homo sapiens), P49798; Fluo-4 calcium flux; active compounds read high; triggered by carbachol at its EC20; B-score at 10 µM; hit rate 0.45% among 310,000; AID 463165, 2010;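 active means B-score, a plate-corrected calcium signal, over three deviations above library mean, with baseline fluorescence within five deviations of library mean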;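 further: RGS4 expression induced by doxycycline in cells with stable M3 receptor; B-score is computed from the integrated fluorescence ratio over baseline after carbachol; higher B-score means a larger calcium signal and so more RGS4 inhibition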
KCNK9 block: KCNK9 potassium channel inhibitors, primary screen, HEK293 cells, thallium flux; hit rate 1.2% among 310,000; B-score at 10 µM; FluxOR thallium flux fluorescence; active compounds read low;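 active means ratio B-score over 3 SD below the library mean, with starting fluorescence within 5 SD of its mean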;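 further: negative B-score means less thallium flux so channel inhibition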
hERG protect: hERG rescue from dofetilide block, primary screen, cell-based, CHO-hERG, FluxOR thallium flux, dofetilide IC70. Voltage-gated inwardly rectifying potassium channel KCNH2 (Homo sapiens), Q12809. dofetilide IC70 present. activation (rescue from dofetilide block), less the hit threshold, % at 10 µM. hit rate 0.51% among 310,000. AID 1511, 2009;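 active means activation above the mean of controls blocked by dofetilide plus 5 SD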;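 further: thallium influx through hERG after potassium depolarization seen as dye fluorescence rise; in these data hits start at about 4.7%; inactives centre near -7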
Target sequence (Q12809 whole entry, looked up): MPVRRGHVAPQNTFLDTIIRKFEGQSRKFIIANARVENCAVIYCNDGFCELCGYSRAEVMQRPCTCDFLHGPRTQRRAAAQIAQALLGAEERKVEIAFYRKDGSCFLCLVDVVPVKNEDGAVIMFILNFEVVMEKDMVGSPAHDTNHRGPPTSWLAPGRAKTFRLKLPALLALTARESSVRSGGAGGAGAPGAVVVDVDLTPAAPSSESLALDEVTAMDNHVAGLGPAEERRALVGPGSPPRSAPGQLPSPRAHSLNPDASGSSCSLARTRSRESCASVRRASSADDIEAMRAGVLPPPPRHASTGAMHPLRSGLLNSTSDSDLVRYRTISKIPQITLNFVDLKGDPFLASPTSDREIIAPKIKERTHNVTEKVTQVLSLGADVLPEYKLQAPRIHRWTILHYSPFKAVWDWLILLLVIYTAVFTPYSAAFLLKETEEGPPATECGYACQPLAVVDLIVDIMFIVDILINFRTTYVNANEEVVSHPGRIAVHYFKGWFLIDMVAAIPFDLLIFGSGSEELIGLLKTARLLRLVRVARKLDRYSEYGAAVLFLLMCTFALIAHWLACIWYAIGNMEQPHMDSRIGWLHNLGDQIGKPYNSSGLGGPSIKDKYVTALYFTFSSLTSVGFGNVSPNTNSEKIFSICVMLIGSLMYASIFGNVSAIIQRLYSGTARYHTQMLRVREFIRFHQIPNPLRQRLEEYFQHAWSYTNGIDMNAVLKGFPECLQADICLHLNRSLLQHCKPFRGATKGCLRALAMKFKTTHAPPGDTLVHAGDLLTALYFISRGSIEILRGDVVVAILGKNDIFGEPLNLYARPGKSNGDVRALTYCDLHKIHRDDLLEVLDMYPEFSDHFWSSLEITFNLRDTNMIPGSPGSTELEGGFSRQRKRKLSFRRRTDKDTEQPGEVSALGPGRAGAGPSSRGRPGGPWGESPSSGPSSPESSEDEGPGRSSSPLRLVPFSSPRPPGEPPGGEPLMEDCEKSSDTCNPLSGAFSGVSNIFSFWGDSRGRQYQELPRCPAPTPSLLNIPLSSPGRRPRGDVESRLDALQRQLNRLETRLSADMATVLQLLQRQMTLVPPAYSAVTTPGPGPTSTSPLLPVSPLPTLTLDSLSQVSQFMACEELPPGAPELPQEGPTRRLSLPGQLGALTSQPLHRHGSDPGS
KCNQ1 act: potentiators or activators of KCNQ1 channel, primary screen, cell-based, thallium flux, high-throughput. hit rate 0.35% among 310,000. Potassium voltage-gated channel subfamily KQT member 1 (Homo sapiens), P51787. B-score at 10 µM. CHO-K1 KCNQ1, thallium flux FluxOR fluorescence; active compounds read high;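 active means fluorescence ratio B-score, a plate-corrected score, at least three library SD, with initial intensity B-score within 5 SD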
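Doses: Single concentration per compound, DMSO matched to controls | Test system: KCNQ1-transfected CHO-K1 cells | Timing: 90 min dye loading and 20 min compound exposure, both at room temperature | Measured by: Kinetic FluxOR thallium fluorescence, 10-s 1-Hz baseline, 110-s post-stimulus read | Medium: Assay buffer with matched DMSO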
ANO1 block: TMEM16A chloride channel inhibitors, primary screen, cell-based, HTS; HEK293 TMEM16A/YFP iodide influx fluorescence, ionomycin; Anoctamin-1 (Mus musculus), Q8BHY3; AID 588511, 2011; normalized B-score (activity score, 25-100; higher = stronger inhibition) at 10 µM; hit rate 1.2% among 310,000;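 active means ratio plate-corrected score three or more library SD toward inhibition, starting fluorescence score within five deviations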;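 further: score derived from kinetic fluorescence span divided by baseline fluorescence per well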
KCNQ1 block: inhibitors of human KCNQ1 channel, primary screen, cell-based, thallium flux, high-throughput. Potassium voltage-gated channel subfamily KQT member 1 (Homo sapiens), P51787. CHO-K1 KCNQ1, FluxOR thallium flux fluorescence; active compounds read high. B-score at 10 µM. hit rate 1.3% among 310,000. AID 2642, 2010;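 active means compounds whose thallium flux B-score, printed positive for inhibition, exceeds three library SD while starting fluorescence stays within three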;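 further: channel opened by potassium depolarization with thallium stimulus after 20 min compound exposure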
TMEM16A act: TMEM16A chloride channel activators or potentiators, primary screen, cell-based, HTS; Anoctamin-1 (Mus musculus), Q8BHY3; HEK293 TMEM16A/YFP-H148Q/I152L, iodide quench fluorescence; active compounds read low; B-score at 10 µM; hit rate 0.3% among 340,000;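 active means fluorescence-ratio B-score plate-corrected deviation score at least 3 library SD below zero, with starting fluorescence score within 5 deviations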;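 further: channel opened by trigger with iodide after compound preincubation; score built on the fluorescence ratio of max minus min over baseline; more negative score means more quench and so TMEM16A activation or potentiation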
HDAC3 inh: HDAC3 deacetylase inhibitors, primary screen, biochemical, fluorescence, cell-free homogeneous; Histone deacetylase 3 (Homo sapiens), O15379; recombinant HDAC3, fluorogenic peptide/trypsin coupled; inhibition, % at 8.3 µM; hit rate 0.15% among 320,000; AID 2718, 2010; in the data active means inhibition above about 26%, passing the limit was not always enough; inconclusive means no clear call, values can overlap the other calls
RGS4 act: RGS4 potentiators or activators, primary screen, cell-based, HEK293 M3R inducible RGS4, calcium flux. carbachol calcium flux Fluo4; active compounds read low. B-score at 10 µM. AID 463111, 2010. hit rate 0.92% among 310,000;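 active means B-score of the integrated calcium signal more than 4 SD below the library mean, with starting fluorescence not abnormally high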;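 further: negative B-score means reduced calcium response which marks RGS4 activation or potentiation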
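Assay system: Inducible-RGS4 HEK293 cells carrying M3 receptor | Schedule: Compound preincubation 20 min at room temperature before agonist | Signal: Kinetic calcium fluorescence imaging with Fluo4-AM dye, 2 µM | Read-out basis: B score from integrated fluorescence ratio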
* = called active by the depositor; i = inactive; ? = inconclusive; . = not tested or not shown. Rows are unselected (roughly 6.3% active in at least one column).

Structure	KCNK3 inh	SKKanGAS inh	RGS4 inh	KCNK9 block	hERG protect	KCNQ1 act	ANO1 block	KCNQ1 block	TMEM16A act	HDAC3 inh	RGS4 act
COc1ccc(CCNC(=O)CCCCCn2c(SCC(N)=O)nc3cc4c(cc3c2=O)OCO4)cc1OC	i	9	i	i	-11	i	i	i	i	3	i
COc1ccc(NC(=O)C2C(=O)NC3(C)CC2c2ccccc2O3)cc1 (configuration not stated)	i	7	i	i	-5	i	i	i	i	-1	i
O=C(c1ccc(Cl)c(Cl)c1)N1CCC(=O)N(C(COCc2cccc(C(F)(F)F)c2)Cc2ccccc2)CC1 (configuration not stated)	i	20	i	i	-3	i	i	i	i	?	i
CSc1ccccc1C(=O)C1CCCN(C(=O)CCc2cccnc2)C1 (configuration not stated)	i	1	i	i	-5	i	i	i	i	0	i
COC(=O)c1ccccc1NC(=O)CSc1nncn1C	i	-2	i	i	-2	i	i	i	i	-7	i
CC(C)C(=O)NC(=S)Nc1ccccc1C(=O)Nc1ccccc1	i	-10	i	i	1	i	i	i	i	9	i
CCN(CC)S(=O)(=O)c1ccc(-c2nnc(SCC(=O)Nc3cc(OC)cc(OC)c3)o2)cc1	i	4	i	i	-8	i	100*	i	i	-5	i
CCOC(=O)c1ccc(NC(=O)CSc2n[nH]c(-c3ccncc3)n2)cc1	i	-4	i	i	-6	i	i	i	i	2	i

Carrying on.
Structure	KCNK3 inh	SKKanGAS inh	RGS4 inh	KCNK9 block	hERG protect	KCNQ1 act	ANO1 block	KCNQ1 block	TMEM16A act	HDAC3 inh	RGS4 act
COc1ccc(C2=NCCn3cccc32)c(OC)c1	i	0	i	i	-2	i	i	i	i	2	i
CCOC(=O)c1c(-c2ccc(OC)cc2)csc1/N=C/C1=C(O)CCCC1=O	i	57*	i	i	-10	i	i	i	i	.	i
O=C(CCNS(=O)(=O)c1cccc2nonc12)Nc1ccc(Cl)cc1	i	-1	i	i	-3	i	i	i	i	10	i
Clc1ccc(-c2cc(COc3ccccc3)no2)cc1Cl	i	33	i	i	-6	i	i	i	i	-11	i
COc1cccc(-c2nc(CS(=O)(=O)CC(=O)NCc3ccc(Cl)cc3)c(C)o2)c1	i	-1	i	i	-10	i	i	i	i	-2	i
Cc1cc(=O)c2ccccc2n1CC(=O)NCc1ccccc1	i	-5	i	i	-12	i	i	i	i	0	i
COc1ccc(-c2cc3ccccc3n2CC(O)CN2CCN(CCO)CC2)cc1 (configuration not stated)	i	-1	i	i	-8	i	i	i	i	-25	i
O=C(CN1C(=O)CCC1=O)Nc1cccc(NC(=O)CN2C(=O)CCC2=O)c1	i	3	i	i	-5	i	i	i	i	2	i

Later entries
Structure	KCNK3 inh	SKKanGAS inh	RGS4 inh	KCNK9 block	hERG protect	KCNQ1 act	ANO1 block	KCNQ1 block	TMEM16A act	HDAC3 inh	RGS4 act
COc1ccc(OCC(=O)Sc2ccc(C)cc2)cc1	i	-9	i	i	-1	i	i	i	i	7	i
S=C(NC1CCCCC1)N(CCc1ccccc1)CCc1ccccc1	i	.	i	i	-18	i	i	i	i	?	i
C/C(=N\Nc1ccc(Cl)c(C(=O)O)c1)c1cccs1	i	-5	i	i	-8	i	i	i	i	-2	i
Cn1c2ccccc2c2c(C(=O)N3CCN(c4ccccn4)CC3)cn(C3CCCC3)c(=O)c21	i	9	i	i	-10	i	i	i	i	1	i
S=C1NNC2(NN1)C1CC3CC(C1)CC2C3	i	9	i	i	0	i	i	i	i	3	i
C/C(=N\O)C(C)(C)Nc1ccc(Cl)cc1	i	8	i	i	-10	i	i	i	i	0	i
Cc1cc([N+](=O)[O-])ccc1NC(=S)NC(=O)C(c1ccccc1)c1ccccc1	i	40	i	i	-8	i	i	7*	i	0	i
CCOC(=O)c1ccc(NC(=O)C(C)NS(=O)(=O)c2ccc(OC)cc2)cc1 (configuration not stated)	i	-5	i	i	-17	i	i	i	i	0	i

Later entries:
Structure	KCNK3 inh	SKKanGAS inh	RGS4 inh	KCNK9 block	hERG protect	KCNQ1 act	ANO1 block	KCNQ1 block	TMEM16A act	HDAC3 inh	RGS4 act
COc1cc(/C=N/NC(=O)Cc2nnc(N)s2)cc(OC)c1OC	i	2	i	i	-7	i	i	i	i	0	i
CC(=O)NCCOc1cccc2cccnc12	i	-12	i	i	-5	i	i	i	i	-3	i
CCOC(=O)c1c(NC(=O)OC)sc(C(=O)N(CC)CC)c1C	i	3	i	i	-3	i	i	i	i	2	i
COc1ccc(C(=O)CSc2n[nH]c(=O)n2Cc2ccco2)cc1	i	2	i	i	-2	i	i	i	i	3	i
CC(C)=CCN1CCN(Cc2nc(-c3ccccc3)cs2)CC1CCO (configuration not stated)	i	-4	i	i	-9	i	i	i	i	-7	i
CC1CCCCN1CCNC(=O)CCc1nnc2n(Cc3ccccc3)c(=O)c3ccccc3n12 (configuration not stated)	i	-3	i	i	-8	i	i	i	i	1	i
COc1ccc(CCNC(=O)CCc2ccc(OC)cc2)cc1	i	-8	i	i	1	i	i	i	i	-8	i
CCc1nnc(NC(=O)CSc2nncc(=O)n2N)s1	i	-2	i	i	-2	i	i	i	i	9	i

Next part:
Structure	KCNK3 inh	SKKanGAS inh	RGS4 inh	KCNK9 block	hERG protect	KCNQ1 act	ANO1 block	KCNQ1 block	TMEM16A act	HDAC3 inh	RGS4 act
Cc1ccccc1OCCNc1ccc(C(F)(F)F)cc1[N+](=O)[O-]	i	46	i	i	-13	i	i	i	i	14	i
OCc1cc(-c2ccc(Cl)c(Cl)c2)on1	i	-4	i	i	-17	i	i	i	i	-4	i
COc1cc2c(cc1NC(=O)c1cc(-c3ccccn3)nc3ccccc13)oc1ccccc12	i	15	i	i	-5	i	i	i	i	-6	i
C[C@H](NC(=O)c1[nH]cnc1C(=O)Nc1ccc(CNC(=O)OC(C)(C)C)cc1)C(=O)OC(C)(C)C	i	18	i	i	0	i	i	i	i	0	i
CCN(CC)C(=O)CSc1nnc(-c2ccc(O)cc2)n1CC1CCCO1 (configuration not stated)	i	2	i	i	-10	i	i	i	i	1	i
Cc1ccc(S(=O)CCNC(=O)Cc2ccc(Cl)cc2)cc1 (configuration not stated)	i	5	i	i	-10	i	i	i	i	-5	i
O=C(CCCc1nc2ccccc2s1)Nc1ccccc1	i	1	i	i	-9	i	i	i	i	-4	i
CN1/C(=C\C(=O)C[n+]2ccc(C(=O)c3ccccc3)cc2)C(C)(C)c2ccccc21	i	16	i	i	-24	i	i	i	i	4	i

(continued)
Structure	KCNK3 inh	SKKanGAS inh	RGS4 inh	KCNK9 block	hERG protect	KCNQ1 act	ANO1 block	KCNQ1 block	TMEM16A act	HDAC3 inh	RGS4 act
N#Cc1sc2nc3c(cc2c1N)CCCC3	i	-4	i	i	-1	i	i	i	i	-6	i
COc1ccccc1C(=O)NNC(=O)c1cccc(F)c1	i	-2	i	i	-6	i	i	i	i	-5	i
CCOc1ccc(N(CC(=O)NCCc2ccc(OC)cc2)S(C)(=O)=O)cc1	i	11	i	i	-8	i	i	i	i	-5	i
CCOc1ccc(C(=O)Nc2ccc(NC(=O)c3ccccc3)cc2)cc1Br	i	-5	i	i	-7	i	i	i	i	0	i
CCc1ccc(NC(=O)CCn2cccc2)cc1	i	-2	i	i	-11	i	i	i	i	4	i
CSc1cccc(CN2CCC(Oc3cccc(C(=O)N4CCCC4)c3)CC2)c1	i	-3	i	i	-12	i	i	i	i	3	i
O=S(=O)(CCN1CCOCC1)c1ccc(Oc2ccc(S(=O)(=O)CCN3CCOCC3)cc2)cc1	i	15	i	i	-7	i	i	i	i	-4	i
CC(=O)Nc1ccc(NC(=O)COc2cccc3c2OC(C)(C)C3)cc1	i	8	i	i	-10	i	i	i	i	-2	i

(next part)
Structure	KCNK3 inh	SKKanGAS inh	RGS4 inh	KCNK9 block	hERG protect	KCNQ1 act	ANO1 block	KCNQ1 block	TMEM16A act	HDAC3 inh	RGS4 act
O=C(c1cc([N+](=O)[O-])ccc1Cl)N1CCc2ccccc21	i	9	i	i	-5	i	i	i	i	-1	i
COc1ccc(/C=C2\SC(=O)N(CC(=O)N(C)C3CCS(=O)(=O)C3)C2=O)cc1 (configuration not stated)	i	8	i	i	-9	i	i	i	i	3	i
CC(OC(=O)c1cccc(-n2cnnn2)c1)C(=O)Nc1ccccc1F (configuration not stated)	i	-4	i	i	-7	i	i	i	i	11	i
CCC(OC(=O)C1=Cc2ccccc2OC1)C(=O)NCc1ccco1 (configuration not stated)	i	-7	i	i	-6	i	i	i	i	0	i
CCCn1c(SCC(=O)NC(C)(C)C)nnc1C(C)C	i	-1	i	i	-4	i	i	i	i	1	i
N#CCCn1ccc(NC(=O)c2ccc(Cl)cc2)n1	i	-4	i	i	-8	i	i	i	i	5	i
Cc1cc(C)n(CC(O)CN(c2ccccc2)S(=O)(=O)c2ccccc2)n1 (configuration not stated)	i	-3	i	i	-13	i	i	i	i	6	i
CCCn1c(NC(=O)c2ccc([N+](=O)[O-])o2)nc2ccccc21	i	29	i	i	-12	i	i	i	i	5	i
Cc1sc2nc(SCC(=O)N3CCCC3)[nH]c(=O)c2c1C	i	-6	i	i	-9	i	i	i	i	-1	i

Random excerpt: 2 records from the list, in no set order.
Structure	KCNK3 inh	SKKanGAS inh	RGS4 inh	KCNK9 block	hERG protect	KCNQ1 act	ANO1 block	KCNQ1 block	TMEM16A act	HDAC3 inh	RGS4 act
CCCn1c(SCC(=O)NC(C)(C)C)nnc1C(C)C	i	-1	i	i	-4	i	i	i	i	1	i
Cc1cc(C)n(CC(O)CN(c2ccccc2)S(=O)(=O)c2ccccc2)n1 (configuration not stated)	i	-3	i	i	-13	i	i	i	i	6	i

High-throughput results from PubChem BioAssay.
